Bioassay records (PubChem)
NR2E3 ag-1 = NR2E3 agonists in two-hybrid cells, primary screen, cell-based, luminescence, CHO-S, Gal4-NCOR/VP16-NR2E3; inhibition of corepressor binding, % at 3.98 µM; AID 602229, 2012; 360,000 tested, 0.35% active; luciferase;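 active = inhibition above the mean of all tested compounds plus 3 SD, cut at about 70% in these data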;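 also: 0% = DMSO with NR2E3 transfected cells and 100% = cells lacking NR2E3 construct; higher means lower luciferase signal from less NR2E3 corepressor binding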
Target sequence (Q9Y5X4 whole entry, looked up, the tested form may be a part): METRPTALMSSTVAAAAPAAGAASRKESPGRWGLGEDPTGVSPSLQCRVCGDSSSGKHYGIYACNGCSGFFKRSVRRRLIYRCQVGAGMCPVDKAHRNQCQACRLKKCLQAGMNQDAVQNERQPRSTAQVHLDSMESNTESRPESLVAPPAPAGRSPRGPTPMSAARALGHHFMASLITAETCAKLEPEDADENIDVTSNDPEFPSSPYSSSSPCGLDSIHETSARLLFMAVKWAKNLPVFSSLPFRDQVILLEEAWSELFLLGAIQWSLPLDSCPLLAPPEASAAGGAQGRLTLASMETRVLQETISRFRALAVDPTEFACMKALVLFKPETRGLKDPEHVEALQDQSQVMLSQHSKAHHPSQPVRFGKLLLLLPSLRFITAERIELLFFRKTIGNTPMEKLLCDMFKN
PDI inh = inhibitors of human PDI, primary screen, biochemical, turbidity, single point, plate reader; PDI insulin aggregation turbidity, A650, 90 min; inhibition, % at 10 µM; 350,000 tested, 0.052% active;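 active = mean inhibition across replicates of 30% or more, whatever share of single replicates reach that level; inconclusive = mean inhibition below 30% while every single replicate reaches 30%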;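 also: absorbance from insulin aggregation driven by PDI reduction with DTT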
Target sequence (P07237 whole entry, looked up): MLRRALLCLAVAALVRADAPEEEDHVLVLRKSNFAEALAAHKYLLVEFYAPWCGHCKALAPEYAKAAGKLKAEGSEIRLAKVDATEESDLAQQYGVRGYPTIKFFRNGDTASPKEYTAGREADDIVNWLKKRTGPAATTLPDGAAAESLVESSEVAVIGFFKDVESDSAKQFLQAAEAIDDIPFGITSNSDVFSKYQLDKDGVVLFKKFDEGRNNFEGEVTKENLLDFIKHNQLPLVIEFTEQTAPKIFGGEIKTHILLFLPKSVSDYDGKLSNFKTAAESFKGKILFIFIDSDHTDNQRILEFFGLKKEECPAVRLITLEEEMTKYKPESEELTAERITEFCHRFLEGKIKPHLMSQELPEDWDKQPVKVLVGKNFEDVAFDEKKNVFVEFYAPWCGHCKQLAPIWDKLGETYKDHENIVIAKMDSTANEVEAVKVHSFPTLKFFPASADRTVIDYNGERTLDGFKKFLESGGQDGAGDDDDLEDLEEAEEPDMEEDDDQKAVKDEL
Exocytosis inh = LAMP-1 surface exposure blockers, TALL-104 cells – cell-based, flow cytometry, MLPCN library, primary screen; TALL-104 LAMP-1 surface exposure; cells stimulated with thapsigargin and PMA; inhibition, % at 10 µM; 360,000 tested, 0.66% active;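 active = inhibition above about 55%, limit read from the data; inconclusive = no clear call, values can overlap the other calls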
Vif inh = HIV Vif self-association inhibitors, primary screen, imaging, HEK293T, single point. HEK293T cells, Vif self-association by quenched fluorescence, 24 h. inhibition, % at 7.49 µM. 340,000 tested, 0.35% active. AID 602346, 2012; in the data active = inhibition above about 50%, passing the limit was not always enough; inconclusive = no clear call, values can overlap the other calls; inactive = below about 31%; also: some results filed as inactive read as strong as hits
NR2E3 ag-2 = inhibitors of NR2E3-RetCOR corepressor binding, primary screen, NR2E3 agonist project, biochemical, TR-FRET, GST-NR2E3, biotin-RetCOR; inhibition of corepressor binding, % at 4.78 µM; 320,000 tested, 0.12% active; AID 2300, 2010; 1536-well; Photoreceptor-specific nuclear receptor (Homo sapiens), Q9Y5X4;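 active = percent inhibition above the cutoff of mean plus 3 SD of all tested compounds, set per screening campaign, cut at about 20% in these data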;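 also: 0% = DMSO wells and 100% = biotin wells as full block of FRET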
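system = GST-tagged NR2E3 plus biotinylated RetCOR corepressor | input = 1.35 nM GST-NR2E3 | also added = 7 nM biotin-RetCOR | schedule = 5 h incubation at 4 °C | measured by = TR-FRET with europium anti-GST and streptavidin-D2, 340 nm excitation | read-out = percent loss of FRET ratio relative to control wells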
Peg3 prom inh = Peg3 promoter-driven luciferase inhibitors, primary screen, cell-based, HeLa, luciferase luminescence; 360,000 tested, 1.7% active; HeLa PEG-Prom luciferase reporter, overnight; inhibition, % at 20 µM;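 active = inhibition of at least 50% at 20 µM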
HIF-2a inh = HIF-2a reporter inhibitors, primary screen, luminescence, 786-0 RCC cells; inhibition, % at 18.8 µM; 360,000 tested, 0.72% active; AID 624352, 2012; 786-0 RCC cells HIF-2a reporter, luciferase luminescence, overnight;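 active = inhibition of the luminescence signal of 40% or more relative to plate controls, in a single-dose primary screen at 18.75 µM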
CaV13 ICDI inh = Disruptors of the CACNA1D IQ motif to Ca2+-dependent inactivation inhibitor domain association, primary screening, Förster resonance energy transfer in intact living …. HEK cells, CFP/YFP FRET ICDI-IQ, plate reader, 10 min; percent FRET-ratio fall versus neutral wells. inhibition, % at 12.3 µM. 340,000 tested, 0.098% active;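 active = mean replicate inhibition of at least 30% and at least 1% of replicates passing that level; inconclusive = only one of the two criteria is met; inactive = neither criterion is met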;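 also: 0% = median of the neutral control wells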
TRPM1 prom inh = inhibitors of MITF-dependent TRPM1 promoter reporter, primary screen, cell-based, SK-MEL-5, single point, luciferase | 330,000 tested, 0.83% active | AID 488899, 2010 | SK-MEL-5 TRPM1 promoter luciferase, 24 h | inhibition, % at 12.5 µM;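 active = mean inhibition across replicates of 60% or more, whatever share of single replicates reaches that level; inconclusive = some that reach 60%, reason not given; inactive = mean inhibition across replicates below 60%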; also: values of inactives mirror those of a sister screen read the other way
aDG glyco act = activators of alpha-DG glycosylation, primary screen, uHTS, Pro5-aDG cells, AlphaScreen. 360,000 tested, 0.22% active. alpha-DG glycosylation AlphaScreen (IIH6); 0% Pro5, 100% B10-LARGE cell signal. activation, % at 10 µM;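 active = activation of at least 8% versus controls, or a plate z-score of at least 8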;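 also: Pro5 are CHO cells carrying HIG-tagged alpha-DG that lacks glycosylation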
iPSC survival up = enhancers of single-cell hiPSC survival, primary screen, ATPlite luminescence. AID 602274, 2012. survival enhancement, % at 20 µM. 360,000 tested, 0.044% active. 100% = ROCK inhibitor wells, 0% = DMSO; in the data active = survival enhancement above about 18%;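 also: cells exposed to compounds for 16 hours before the ATP read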
The depositor's hits bear a star.

Screening O=C(Cc1ccc(-n2c(=O)[nH]c3ccccc3c2=O)cc1)N1CCN(c2cccc(Cl)c2)CC1 returned NR2E3 ag-1 0, PDI inh -8, Exocytosis inh -1, Vif inh 11, NR2E3 ag-2 -2, Peg3 prom inh 10, HIF-2a inh 12, CaV13 ICDI inh -6, TRPM1 prom inh -11, aDG glyco act 0.0 and iPSC survival up -0.7.
Screening COc1cccc(CNC(=O)c2ccc(OC)c(S(=O)(=O)NC3CCCC3)c2)c1 returned NR2E3 ag-1 -4, PDI inh -2, Exocytosis inh 17, Vif inh -4, NR2E3 ag-2 2, Peg3 prom inh 8, HIF-2a inh 25, CaV13 ICDI inh -7, TRPM1 prom inh 8, aDG glyco act -0.1 and iPSC survival up 1.6.
Cc1ccc(S(=O)(=O)Cc2cccc(C(=O)N3CCOCC3)c2)cc1 was read as NR2E3 ag-1 -16, PDI inh 14, Exocytosis inh -3, Vif inh 3, NR2E3 ag-2 4, Peg3 prom inh 6, HIF-2a inh 2, CaV13 ICDI inh -7, TRPM1 prom inh 3, aDG glyco act -0.3 and iPSC survival up 12.
For O=C(Cc1cccc(NC(=O)C2CCCN(C(=O)C3CCCC3)C2)c1)Nc1ccc(C(=O)N2CCCCC2)cc1 (stereo not given) the results were NR2E3 ag-1 -20, PDI inh 0, Exocytosis inh 4, Vif inh 3, Peg3 prom inh -18, HIF-2a inh -15, CaV13 ICDI inh -8, TRPM1 prom inh 2, aDG glyco act 0.3 and iPSC survival up 1.0.
For Cc1cccnc1NC1OC(=O)c2ccccc21 (stereo not given) the results were NR2E3 ag-1 -9, PDI inh -5, Exocytosis inh 3, Vif inh 7, NR2E3 ag-2 1, Peg3 prom inh 6, HIF-2a inh 8, TRPM1 prom inh -3, aDG glyco act 0.2 and iPSC survival up 1.7.
COc1nnc(-c2ccc(C)c(S(=O)(=O)NCC3CCCO3)c2)c2ccccc12 (stereo not given) was read as NR2E3 ag-1 -25, PDI inh 9, Exocytosis inh -1, Vif inh 1, NR2E3 ag-2 3, Peg3 prom inh 1, HIF-2a inh 8, CaV13 ICDI inh -4, TRPM1 prom inh -6, aDG glyco act 0.0 and iPSC survival up -0.3.
Cc1ccccc1CNC1CCCCC1 was read as NR2E3 ag-1 3, PDI inh 0, Exocytosis inh 0, Vif inh 3, NR2E3 ag-2 0, Peg3 prom inh -4, HIF-2a inh 13, CaV13 ICDI inh -6, TRPM1 prom inh -1, aDG glyco act 0.0 and iPSC survival up 1.8.
`O=[N+]([O-])c1ccc2c(c1)S(=O)c1ccccc1-2` (stereo not given) gave NR2E3 ag-1 12, PDI inh 1, Exocytosis inh -1, Vif inh 7, NR2E3 ag-2 2, Peg3 prom inh 8, HIF-2a inh 7, CaV13 ICDI inh -4, TRPM1 prom inh -8, aDG glyco act -0.2 and iPSC survival up -0.3.
Screening O=C1CN(S(=O)(=O)c2ccc(Br)cc2)c2ccccc2N1 returned NR2E3 ag-1 13, PDI inh -1, Exocytosis inh -2, Vif inh 4, NR2E3 ag-2 -4, Peg3 prom inh -1, HIF-2a inh 10, CaV13 ICDI inh -5, TRPM1 prom inh -9, aDG glyco act -0.2 and iPSC survival up 2.8.
Screening Cc1cc(=O)oc2c3c4c(cc12)OCCN4CCC3 returned NR2E3 ag-1 -36, PDI inh 1, Exocytosis inh -1, NR2E3 ag-2 -2, Peg3 prom inh -6, HIF-2a inh -4, CaV13 ICDI inh 19, TRPM1 prom inh -2, aDG glyco act -0.3 and iPSC survival up -0.2.
`CCOC(=O)c1c(C)nc2sc3c(=O)n(-c4ccc(C(C)=O)cc4)cnc3c2c1-c1ccc(Cl)cc1` gave NR2E3 ag-1 -17, PDI inh inconclusive, Exocytosis inh 2, Vif inh 10, NR2E3 ag-2 0, Peg3 prom inh 16, HIF-2a inh 8, TRPM1 prom inh 3, aDG glyco act -0.2 and iPSC survival up 0.7.
For O=C(CCCNC(=O)c1ccc(Cl)cc1)OCc1cccc(Br)c1 the results were NR2E3 ag-1 7, PDI inh 10, Exocytosis inh -1, Vif inh 6, NR2E3 ag-2 -1, Peg3 prom inh 15, HIF-2a inh -7, CaV13 ICDI inh -6, TRPM1 prom inh 7, aDG glyco act 0.1 and iPSC survival up -0.3.
Screening COc1ccc(C/C(N)=N/OC(=O)Cc2ccccc2)cc1OC returned NR2E3 ag-1 -25, PDI inh -1, Exocytosis inh -3, Vif inh -1, NR2E3 ag-2 2, Peg3 prom inh 9, HIF-2a inh 9, TRPM1 prom inh -1, aDG glyco act 0.0 and iPSC survival up 9.4.
COC(=O)c1cc(CNC(=O)CC(C)c2ccccc2)ccc1OC (stereo not given) was read as NR2E3 ag-1 10, PDI inh 0, Exocytosis inh 3, Vif inh 5, NR2E3 ag-2 1, Peg3 prom inh 21, HIF-2a inh 15, CaV13 ICDI inh -2, TRPM1 prom inh -5, aDG glyco act 0.1 and iPSC survival up 0.5.
`O=C(O)C1C2C=CC(C2)C1C(=O)NCc1cccnc1` (stereo not given) gave NR2E3 ag-1 16, PDI inh 0, Exocytosis inh 2, Vif inh 6, NR2E3 ag-2 2, Peg3 prom inh 13, HIF-2a inh 12, CaV13 ICDI inh -3, TRPM1 prom inh 4, aDG glyco act 0.0 and iPSC survival up 8.0.
For CCOCCCNC(=O)CCNC(=O)c1cc(OC)c(OC)c(OC)c1 the results were NR2E3 ag-1 -18, PDI inh -1, Exocytosis inh 0, Vif inh 0, NR2E3 ag-2 3, Peg3 prom inh 1, HIF-2a inh 12, TRPM1 prom inh 10, aDG glyco act -0.1 and iPSC survival up 1.0.
Cc1c(CCC(=O)N2CCC(C(=O)O)(c3ccccc3)CC2)c(=O)oc2cc3oc4c(c3cc12)CCCC4 was read as NR2E3 ag-1 -24, Exocytosis inh -2, Vif inh -12, NR2E3 ag-2 0, Peg3 prom inh -61, HIF-2a inh 63*, TRPM1 prom inh 54, aDG glyco act -0.2 and iPSC survival up -1.3.
`CC(=O)c1ccc(NC(=O)C2CCCC2)cc1` gave NR2E3 ag-1 -1, PDI inh 20, Exocytosis inh 3, Vif inh -12, Peg3 prom inh -38, HIF-2a inh -43, CaV13 ICDI inh 7, TRPM1 prom inh -7, aDG glyco act 2.1* and iPSC survival up -0.4.
COc1ccc(C(=O)CC(=O)O)c2c1C=CC(C)(C)O2 was read as NR2E3 ag-1 -11, PDI inh -11, Exocytosis inh 0, Vif inh 7, NR2E3 ag-2 1, Peg3 prom inh 12, HIF-2a inh 15, CaV13 ICDI inh -4, TRPM1 prom inh 7, aDG glyco act -0.1 and iPSC survival up -1.0.
`Cc1nc(-c2cccnc2)sc1C(=O)Nc1ccc(C(F)(F)F)cc1` gave NR2E3 ag-1 -2, PDI inh 2, Exocytosis inh 1, Vif inh -2, NR2E3 ag-2 4, Peg3 prom inh -8, HIF-2a inh 3, TRPM1 prom inh -11, aDG glyco act 0.8 and iPSC survival up 5.4.
CCOC(=O)c1nnn(-c2nonc2N)c1COc1cc(C)c(Cl)c(C)c1 was read as NR2E3 ag-1 2, PDI inh 4, Exocytosis inh -19, Vif inh 13, NR2E3 ag-2 -1, Peg3 prom inh 25, HIF-2a inh 24, CaV13 ICDI inh -8, TRPM1 prom inh -11, aDG glyco act 0.7 and iPSC survival up 0.0.
Cc1nc([N+](=O)[O-])cn1CC(=O)c1ccc(Br)cc1 was read as NR2E3 ag-1 -18, PDI inh 2, Exocytosis inh 0, Vif inh -2, NR2E3 ag-2 -3, Peg3 prom inh -8, HIF-2a inh 9, CaV13 ICDI inh -10, TRPM1 prom inh 2, aDG glyco act 0.2 and iPSC survival up 2.4.
Screening Nc1cc(OC(=O)c2ccc(F)cc2)nn1S(=O)(=O)c1ccccc1 returned NR2E3 ag-1 -22, PDI inh 4, Exocytosis inh -13, Vif inh 2, NR2E3 ag-2 5, Peg3 prom inh 16, HIF-2a inh 53*, CaV13 ICDI inh -3, TRPM1 prom inh 0, aDG glyco act 0.0 and iPSC survival up 0.0.
O=C(c1cc(S(=O)(=O)N2CCOCC2)ccc1F)N(Cc1nnc(-c2ccccc2Cl)o1)C1CC1 was read as NR2E3 ag-1 0, PDI inh 0, Exocytosis inh -2, Vif inh -5, NR2E3 ag-2 3, Peg3 prom inh -6, HIF-2a inh -9, CaV13 ICDI inh -6, TRPM1 prom inh 8, aDG glyco act 0.4 and iPSC survival up -0.5.
For CCOc1cc(N2CCOCC2)c(OCC)cc1NC(=O)COC(=O)c1ccc(OC)c([N+](=O)[O-])c1 the results were NR2E3 ag-1 -18, PDI inh 3, Exocytosis inh -6, Vif inh -2, Peg3 prom inh 6, HIF-2a inh -7, CaV13 ICDI inh -6, TRPM1 prom inh 11, aDG glyco act 0.0 and iPSC survival up 0.2.
`N#C/C(=C(/O)c1cccs1)c1nc2ccccc2[nH]1` gave NR2E3 ag-1 -27, PDI inh -1, Exocytosis inh 13, NR2E3 ag-2 -3, Peg3 prom inh -99, HIF-2a inh -199, CaV13 ICDI inh -4, TRPM1 prom inh -7, aDG glyco act 0.1 and iPSC survival up 0.3.
For COC(=O)CCCC1=CC2=CC(=O)C(C)(OC(=O)c3cccs3)C(=O)C2=CN1c1cccc(C#N)c1 (stereo not given) the results were NR2E3 ag-1 0, PDI inh 8, Exocytosis inh 3, Vif inh 0, NR2E3 ag-2 6, Peg3 prom inh -11, HIF-2a inh 14, TRPM1 prom inh -7, aDG glyco act 0.1 and iPSC survival up -0.3.
`COc1ccc(S(=O)(=O)N2CCN(CC(=O)Nc3cc(C(F)(F)F)ccc3Cl)CC2)cc1` gave NR2E3 ag-1 -38, PDI inh 15, Exocytosis inh -4, Vif inh -6, NR2E3 ag-2 -3, Peg3 prom inh -6, HIF-2a inh 13, TRPM1 prom inh -6, aDG glyco act -0.1 and iPSC survival up 1.8.
CC(=O)NC1(C(F)(F)F)N=C2SCCN2C1=O (stereo not given) was read as NR2E3 ag-1 7, PDI inh 0, Exocytosis inh 2, Vif inh -1, NR2E3 ag-2 -2, Peg3 prom inh -6, HIF-2a inh 9, CaV13 ICDI inh -6, TRPM1 prom inh -1, aDG glyco act -0.3 and iPSC survival up -0.2.
